Screening data from PubChem BioAssay.
BB579 growth dn = growth inhibitors of yeast BB579 in restrictive medium, primary screen, yeast lifespan-shortening project, S. cerevisiae; OD615, 48 h; inhibition, % at 10 µM; hit rate 0.51% among 140,000;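 active means inhibition above a set limit, 3 SD over the mean compound inhibition, cut at about 44% in these data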; further: inactives centre near -24
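test system = yeast BB579 (DeaD) | buffer or medium = restrictive CSMM-D medium | doses = single compound dose of 10 µM, 0.25% DMSO final | times = 4 h preincubation and 48 h exposure at 30 °C | technique = culture absorbance at 615 nm | benchmarks = amphotericin B 10 µg/mL, positive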
E-sel TNF inh = E-selectin induction blockers in HUVEC – imaging, immunofluorescence, high content, primary screen. inhibition, % at 2 µM. hit rate 0.71% among 120,000. HUVEC TNFa-induced E-selectin immunofluorescence;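 active means inhibition above the batch mean plus 3 SD, and confirmed as a hit on visual image review, cut at about 43% in these data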;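 further: 0% = TNF-stimulated DMSO wells and 100% = unstimulated control wells; not every result past the cut was called active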
Yeast lifespan up = compounds extending yeast replicative lifespan, primary screen, S. cerevisiae, OD615 | S. cerevisiae growth with nicotinamide; deaD strain in restrictive glucose medium | inhibition of the nicotinamide effect, % at 10 µM | hit rate 0.68% among 130,000;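 active means inhibition above a set limit, placed 3 SD over the median of all compounds, cut at about 26% in these data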;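 further: 0% = nicotinamide-treated wells and 100% = cells grown without nicotinamide; some compounds called inactive have numbers as strong as hits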
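Material: Modified budding yeast, DeaD strain | Medium: Restrictive glucose medium | Probe or stimulus: 1.5 mM nicotinamide | Dosing: Single dose 10 µM compound, 0.25% DMSO | Times: 48 h at 30 °C | Technique: OD615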
GALR2 blocker = GALR2 antagonists in receptor-expressing cells, primary screen; antagonist mode; inhibition, % at 4 µM; hit rate 0.39% among 140,000; AID 828, 2007; in the data active means inhibition above about 27%;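 further: cells stimulated with galanin 1-16 at roughly its EC80; 0% = agonist challenge control and 100% = basal control without agonist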
Target sequence (O43603 whole entry, looked up): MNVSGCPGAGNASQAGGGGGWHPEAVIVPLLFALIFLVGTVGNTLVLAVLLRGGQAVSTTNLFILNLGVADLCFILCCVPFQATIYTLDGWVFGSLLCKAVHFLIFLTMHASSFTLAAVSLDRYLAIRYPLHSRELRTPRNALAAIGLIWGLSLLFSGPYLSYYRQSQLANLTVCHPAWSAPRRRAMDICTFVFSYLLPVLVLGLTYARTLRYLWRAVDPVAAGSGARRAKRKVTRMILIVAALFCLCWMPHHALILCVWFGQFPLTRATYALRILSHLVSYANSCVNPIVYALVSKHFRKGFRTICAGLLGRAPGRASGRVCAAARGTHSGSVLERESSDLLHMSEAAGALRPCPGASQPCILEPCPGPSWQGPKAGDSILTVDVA
PTEN del growth = growth suppression of PTEN-null HCT116, primary screen, cell-based, CellTiter-Glo; viability, % at 10 µM; hit rate 1.2% among 140,000; HCT116 PTEN-null viability, 60 h; active compounds read low;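 active means viability at or below a set limit, 4 SD under the median of all tested compounds, cut at about 3.7% in these data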;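 further: PTEN knockout HCT116 line with beta catenin targeted HCT116 as companion control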
NPY Y2 blocker = NPY-Y2 receptor antagonists, primary screen, cell-based; AID 793, 2007; inhibition, % at 2.7 µM; hit rate 0.99% among 140,000; NPY-Y2 expressing cells, antagonist mode; Neuropeptide Y receptor type 2 (Homo sapiens), P49146; in the data active means inhibition above about 17%;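 further: 0% = vehicle with agonist challenge and 100% = reference antagonist with challenge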
Target sequence (P49146 whole entry, looked up): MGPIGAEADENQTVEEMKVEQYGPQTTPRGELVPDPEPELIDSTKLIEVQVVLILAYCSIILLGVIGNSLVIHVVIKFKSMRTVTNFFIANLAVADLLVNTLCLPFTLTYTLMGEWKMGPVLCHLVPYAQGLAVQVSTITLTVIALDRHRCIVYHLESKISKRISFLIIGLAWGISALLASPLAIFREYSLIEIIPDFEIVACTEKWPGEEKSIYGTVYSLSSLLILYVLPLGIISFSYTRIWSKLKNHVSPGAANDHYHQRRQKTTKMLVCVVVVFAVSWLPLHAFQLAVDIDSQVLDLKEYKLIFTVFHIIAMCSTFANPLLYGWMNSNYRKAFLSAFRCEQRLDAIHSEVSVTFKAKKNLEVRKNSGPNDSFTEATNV
MRP1 act = H69AR viability gain despite doxorubicin, primary screen, MRP-1 activator project, H69AR cells, CellTiter-Glo | viability rescue | viability increase, % at 10 µM | hit rate 0.61% among 140,000 | AID 799, 2007;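 active means viability gain under doxorubicin at or above a set limit, the compound median plus 3 SD, cut at about 4.7% in these data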;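 further: MRP-1 overexpressing cells given doxorubicin 25 µM after compound pretreatment; 18-22 h compound pretreatment then 72 h with doxorubicin before readout; 0% = doxorubicin-only wells and 100% = vehicle-treated cells without doxorubicin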
HCT116 bCat-KO = primary screen for growth suppressors in beta-catenin knockout HCT116 cells (colon tumor, human). AID 818, 2007. hit rate 1.5% among 140,000. HCT116 beta-catenin knockout viability, CellTiter-Glo, 60 h; active compounds read low. viability, % at 10 µM;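 active means viability at or under a set limit, the compound median less 4 SD, cut at about 6% in these data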;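 further: 0% = Hyamine 1622 control at 20 µM and 100% = untreated cell control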
Measles CPE = compounds protecting cells from measles virus cytopathic effect, primary screen, measles RdRp inhibitor project, single point, MLSMR library, absorbance. Measles virus-infected cells, CPE protection. protection (pct of control), % at 4 µM. hit rate 1.5% among 140,000. AID 841, 2007; in the data active means protection mostly above about 24%, no sharp cut-off; inactive means mostly below about 26%; further: some compounds called inactive have numbers as strong as hits
Phagocyt inh = inhibitors of macrophage phagocytosis, primary screen, imaging, J774A.1 cells, IgG beads | AID 1029, 2008 | inhibition, % at 5 µM | J774A.1 macrophage IgG-bead phagocytosis | hit rate 0.07% among 110,000;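 active means inhibition above the mean of the plate negative controls plus 5 SD, cut at about 13% in these data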;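 further: phagocytic index as fraction of beads internalized from green versus red external bead signal; plate controls were DMSO negative control for no effect and cytochalasin-D positive control for full effect; some results beyond the cut were filed as inactive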
Starred values were filed as active, the others as inactive; x = not tested or not shown; & = joins results of further samples.

item	SMILES	BB579 growth dn	E-sel TNF inh	Yeast lifespan up	GALR2 blocker	PTEN del growth
1	Oc1ccc(Br)cc1-c1cc(-c2ccc(Cl)cc2)n[nH]1	-33	4	-8	-1	3.3*
2	CCC(=O)Nc1ccc(N2CCCCC2)c(C(=O)Nc2ccccc2C)c1	-53	-17	5	6	96
3	Cc1ccc(S(=O)(=O)n2cnc3cc([N+](=O)[O-])ccc32)cc1C	-26	-12	-19	0	99
4	Cc1ccc(S(=O)(=O)/N=S(\C)C(C)C)cc1 (centres undefined)	-24	-9	3	0	93
5	COc1ccc(NC(=O)CN2C(=O)C(C)Oc3ccccc32)cc1 (centres undefined)	-37	-10	2	-4	86
6	COc1ccc(C(=O)OC(C(=O)c2ccccc2)c2ccccc2)cc1 (centres undefined)	-19	-16	4	1	88
7	CCOc1ccc(N(CC(=O)NC2CCCCCC2)S(=O)(=O)c2c(C)[nH]c(=O)[nH]c2=O)cc1	-2	x	-7	11	99
8	CC(=O)Oc1ccc2c(C)c(CC(C)O)c(=O)oc2c1 (centres undefined)	-3	-21	8	-4	84
9	O=C(CN1C(=O)C2CC=CCC2C1=O)Nc1ccc(S(=O)(=O)NC2=NCCCCC2)cc1 (centres undefined)	-46	-4	-5	11	94
10	Cc1ccc(S(=O)(=O)/N=C(\N)Nc2nc(C)c3ccc(C)cc3n2)cc1	-34	-14	-2	-18	104

item	NPY Y2 blocker	MRP1 act	HCT116 bCat-KO	Measles CPE	Phagocyt inh
1	-1	-4.6	3.7*	12	x
2	-1	-2.1	97	19	x
3	1	-2.9	90	6	x
4	2	-1.7	89	19	0
5	3	4.0	95	10	-2
6	3	-2.4	91	20	x
7	1	-0.1	100	0	0
8	2	-1.9	81	13	-1
9	3	-2.3	97	17	-2
10	10	-0.9	92	2	-2

(listing goes on)
item	SMILES	BB579 growth dn	E-sel TNF inh	Yeast lifespan up	GALR2 blocker	PTEN del growth
11	CN(c1ccc(C(=O)O)cc1)S(=O)(=O)c1ccccc1	-45	-28	-3	6	97
12	Cc1cccc(NC(=O)CSCc2c(C)noc2C)c1C	4	15	-8	6	96
13	O=C(Nc1ccc(F)cc1)N(Cc1ccco1)Cc1cc2cc3c(cc2[nH]c1=O)OCO3	-4	-19	-22	1	62
14	CCOC(=O)C1CCN(S(=O)(=O)c2cccc(-c3cn4ccccc4n3)c2)CC1	-25	11	-24	0	74
15	O=c1[nH]nc(CNc2ccc(O)cc2)c2ccccc12	-19	8	-9	-5	25
16	C=CCNC(=O)C12CC3CC(C1)CC(C(=O)NCC=C)(C3)C2	-22	-44	-3	3	91
17	CCCCCCn1c(=O)[nH]c2nc3cc(N)c(C)cc3nc2c1=O	-19	x	4	7	68
18	Cc1ccc(-c2cc(C(=O)N/N=C/c3c[nH]c4ccccc34)[nH]n2)cc1	-10	-8	-1	7	15
19	COc1ccc(N(CC(=O)N2CCC(C)CC2)S(=O)(=O)c2c(C)nn(C)c2C)cc1	-28	x	-7	13	93
20	O=C(Nc1ccc(S(=O)(=O)N2CCCC2)cc1Cl)C1=COCCO1	-50	-44	-6	-1	99

item	NPY Y2 blocker	MRP1 act	HCT116 bCat-KO	Measles CPE	Phagocyt inh
11	0	1.0	89	11	-1
12	4	-2.2	98	2	0
13	1	-4.3	68	5	-1
14	-1	-2.1	62	5	0
15	1	-4.5	24	21	0
16	3	-1.9	91	13	x
17	-2	-1.9	72	6	x
18	-1	-1.7	13	5	12
19	2	-0.7	94	3	0
20	1	-1.1	92	x	2

(cont.)
item	SMILES	BB579 growth dn	E-sel TNF inh	Yeast lifespan up	GALR2 blocker	PTEN del growth
21	COc1ccnc(N=CNOCc2cccc(Cl)c2Cl)c1C#N	-29	16	-3	-12	101
22	Cc1cccc(C)c1OCc1nnc(SCC(=O)Nc2nccs2)n1-c1ccccc1	-64	5	-5	-7	85
23	COc1ccc(-c2nn(-c3ccccc3)cc2/C=N/NS(=O)(=O)c2ccccc2)cc1	-13	-8	-13	-4	64
24	O=C(NC(=S)Nc1ccc(S(=O)(=O)N2CCCCCC2)cc1)c1cccs1	-27	x	4	-1	74
25	CC(NC(=O)Cn1c(NCCO)nc2ccccc21)c1ccccc1 (centres undefined)	2	-22	-2	6	97
26	CC(=O)N1CCN(C(C)=O)C1c1ccccc1	-41	8	-9	0	105
27	O=C(NCC1CCCO1)C1CCCN(Cc2cnn(-c3ccccc3)c2-n2cccc2)C1 (centres undefined)	-35	-8	-10	1	78
28	CNC(=O)CSc1nc2c(c(=O)n(C)c(=O)n2C)n1Cc1ccc(C)cc1	-16	8	-1	-2	87
29	O=C(NCc1ccco1)C1CCN(C(=O)c2cc3sccc3n2Cc2ccc(Cl)cc2)CC1	-24	x	-16	2	5
30	CCOC(=O)Cc1nnc(NC(=O)c2cccc(OCC)c2)s1	-41	36	-11	-4	89

item	NPY Y2 blocker	MRP1 act	HCT116 bCat-KO	Measles CPE	Phagocyt inh
21	2	-2.0	95	17	-1
22	3	-1.4	81	33	-1
23	2	0.9	93	14	x
24	5	-0.7	77	16	-4
25	1	-1.8	95	29	0
26	2	-0.8	97	3	-1
27	0	-1.3	80	6	-1
28	2	-2.4	79	11	0
29	7	-1.2	5.7*	4	1
30	2	-2.3	73	8	-2

Following part:
item	SMILES	BB579 growth dn	E-sel TNF inh	Yeast lifespan up	GALR2 blocker	PTEN del growth
31	CCCCOC(=O)Nc1nnc(CCc2ccccc2)s1	-19	x	-8	0	81
32	Cc1cc(C)c(C#N)c(SCC(=O)c2cc(C)n(CCc3ccccc3)c2C)n1	-8	17	-1	4	75
33	COc1ccc(NC(=O)CSc2nnc(-c3ccccc3)n2Cc2ccco2)c(OC)c1	-62	15	-9	6	106
34	CCCC(=O)NCCc1cc(OC)c(OC)cc1Br	-24	x	-2	1	103
35	COC(=O)c1ccc(COC(=O)c2ccc(N(C)C)cc2)cc1	-24	-6	-6	-9	92
36	Cc1noc(C)c1S(=O)(=O)N1CCC(C(=O)N2CCN(C3CCCC3)CC2)CC1	-12	15	1	1	96
37	Cc1ccc(SCCC(=O)Nc2ccc(Br)c(C)c2)cc1	7	19	-5	5	74
38	O=C(NC1(C(F)(F)F)NC(=O)N(Cc2cccnc2)C1=O)c1ccc(F)cc1 (centres undefined)	-45	11	-16	4	85
39	CCOC(=O)N/N=C(C)/C=C/c1ccccc1	19	8	-9	1	89
40	COC(=O)c1nn(-c2ccccc2)c(Sc2ccc(OC)cc2)c1/C=N/O	-9	14	-5	1	96

item	NPY Y2 blocker	MRP1 act	HCT116 bCat-KO	Measles CPE	Phagocyt inh
31	5	-0.8	86	51*	0
32	1	1.8	79	4	x
33	0	-1.0	99	8	1
34	1	0.7	88	10	-6
35	20*	2.4	100	2	3
36	-1	-3.6	96	43*	x
37	6	-0.4	77	5	-4
38	-1	-3.1	91	35	x
39	1	1.1	95	17	x
40	-1	-4.1	105	24	-5

(more compounds)
item	SMILES	BB579 growth dn	E-sel TNF inh	Yeast lifespan up	GALR2 blocker	PTEN del growth
41	CSc1ncc(C(=O)O)c(C)n1	-18	8	-6	6	92
42	CC1(C(=O)N(Cc2ccccc2)Cc2ccccc2)CC1(Br)Br (centres undefined)	-24	-8	5	-30	75
43	O=C(Nc1ccccc1)c1nnn(Cc2ccccc2)c1NC(=O)C(F)(F)F	-16	-9	-7	16	92
44	Cc1ccc(Cl)cc1NC(=O)COC(=O)c1ccc(COc2ccc3c(C)cc(=O)oc3c2)cc1	-14	1	-2	-6	93
45	Cc1c(NC(=S)NC(=O)Cc2ccccc2)cccc1C(=O)O	-22	51	1	1	95
46	COc1ccc2c(CC(=O)OCC(=O)Nc3cc(C)c(C)cc3[N+](=O)[O-])coc2c1	-38	x	2	11	97
47	Cc1cc(C)nc(Sc2ccc(/C=C(\C#N)C(=O)Nc3ccccc3)o2)n1	-1	-23	-18	11	94&96
48	COC(=O)c1ccc(Cl)c(NC(=O)c2ccc(-c3ccccc3)cc2)c1	-40	-23	-4	1	59
49	CS(=O)(=O)N1CCc2cc(S(=O)(=O)Nc3ccc4oc5c(c4c3)CCCC5)ccc21	-31	-23	2	-9	98
50	COc1cccc(NC(=O)CN2CCN(c3ccccc3F)CC2)c1	-24	-15	-6	-8	98

item	NPY Y2 blocker	MRP1 act	HCT116 bCat-KO	Measles CPE	Phagocyt inh
41	6	-0.7	94	18	x
42	12	-3.6	78	23	-4
43	-3	-1.8	95	5	0
44	3	-1.2	111	2	-6
45	-1	-0.6	103	4	-2
46	12	-0.2	96	2	-3
47	5	-0.3	95	2	x
48	4	-4.5	61	22	x
49	2	-0.7	92	19	-3
50	6	-1.0	84	6	-1

Profiles as entered above:
Entry for CSc1ncc(C(=O)O)c(C)n1 → BB579 growth dn: -18; E-sel TNF inh: 8; Yeast lifespan up: -6; GALR2 blocker: 6; PTEN del growth: 92; NPY Y2 blocker: 6; MRP1 act: -0.7; HCT116 bCat-KO: 94; Measles CPE: 18; Phagocyt inh: x
Entry for Cc1ccc(Cl)cc1NC(=O)COC(=O)c1ccc(COc2ccc3c(C)cc(=O)oc3c2)cc1 → BB579 growth dn: -14; E-sel TNF inh: 1; Yeast lifespan up: -2; GALR2 blocker: -6; PTEN del growth: 93; NPY Y2 blocker: 3; MRP1 act: -1.2; HCT116 bCat-KO: 111; Measles CPE: 2; Phagocyt inh: -6

Continued:
item	SMILES	BB579 growth dn	E-sel TNF inh	Yeast lifespan up	GALR2 blocker	PTEN del growth
51	CCCSc1nc(SCC(=O)NCc2ccccc2)c2c3c(sc2n1)COC(C)(CC)C3 (centres undefined)	-8	x	-11	0	97
52	O=C(CNC(=O)c1ccccc1F)N/N=C/c1cn[nH]c1-c1ccccc1	-39	5	-1	4	97
53	O=C(CSc1nnnn1C1CCCC1)Nc1ccc2c(c1)OCO2	-48	-2	-6	12	90
54	COc1ccc(CC(=O)Nc2c3c(nn2-c2ccccc2C)CS(=O)C3)cc1 (centres undefined)	-13	-5	x	-4	88
55	COc1ccccc1NS(=O)(=O)c1ccc2oc(SCc3ccc(F)cc3)nc2c1	-45	x	9	-3	74
56	Cc1ccc(CCNC(=O)C2CCC(CNc3c(N4CCCC4)c(=O)c3=O)CC2)cc1 (centres undefined)	-31	x	-12	10	94

item	NPY Y2 blocker	MRP1 act	HCT116 bCat-KO	Measles CPE	Phagocyt inh
51	2	0.3	96	26	x
52	-2	0.5	104	7	-7
53	7	-0.9	94	2	-2
54	1	0.3	82	11	x
55	5	0.1	80	4	1
56	2	-0.5	88	12	0

An unsorted share of the library, and some 6.1% of all compounds hit somewhere here.
